# Assay outcomes (PubChem BioAssay)
# FXIIa inh – blocks human coagulation factor XIIa protease activity; P00748; purified FXIIa, Boc-QGR-AMC fluorogenic substrate, 2 h; inhibition, % at 5 µM; 220,000 compounds, 0.3% hits; AID 800; in the data active means inhibition above about 40%;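 further: 0% = enzyme with no compound and 100% = blank without enzyme; many of its hits are not listed in these tables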
# Target sequence (P00748 20-372 limits assumed): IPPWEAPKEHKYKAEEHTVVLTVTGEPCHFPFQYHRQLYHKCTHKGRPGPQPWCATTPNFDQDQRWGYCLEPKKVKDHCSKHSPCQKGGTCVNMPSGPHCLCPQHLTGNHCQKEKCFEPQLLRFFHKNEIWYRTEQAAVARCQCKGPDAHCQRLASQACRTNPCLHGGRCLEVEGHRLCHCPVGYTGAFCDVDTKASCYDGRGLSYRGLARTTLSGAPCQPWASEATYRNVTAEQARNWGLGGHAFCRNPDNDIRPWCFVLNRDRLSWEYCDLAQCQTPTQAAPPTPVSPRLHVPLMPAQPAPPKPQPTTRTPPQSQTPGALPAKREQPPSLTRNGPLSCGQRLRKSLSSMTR
# Target sequence (P00748 373-615 limits assumed): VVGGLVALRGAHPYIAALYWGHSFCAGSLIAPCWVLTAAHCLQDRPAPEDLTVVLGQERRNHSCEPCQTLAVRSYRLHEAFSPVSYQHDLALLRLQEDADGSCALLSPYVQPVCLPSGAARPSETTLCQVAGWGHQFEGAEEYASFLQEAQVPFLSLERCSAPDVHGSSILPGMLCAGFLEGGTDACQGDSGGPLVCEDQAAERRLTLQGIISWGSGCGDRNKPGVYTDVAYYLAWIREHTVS
# CHOP inh – CHOP inhibition in unfolded protein response | CHO-K1 CHOP-promoter luciferase, tunicamycin-induced, 15-18 h | inhibition, % at 10 µM | 220,000 compounds, 3.8% hits | AID 2732;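 active means compounds that reduced the stress-induced luciferase reporter signal by more than about 70% of percent inhibition, limit read from the data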;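 further: 0% = tunicamycin plus vehicle and 100% = wells without tunicamycin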
# TNF death inh – blocks TNF-alpha induced death of Jurkat FADD-/- cells; activation (protection from cell death), % at 10 µM; Jurkat FADD-/- TNF necroptosis rescue, ATP luminescence, 24 h; 0 = TNF only, 100 = no-TNF cells; AID 463075; 220,000 compounds, 0.068% hits;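 active means activation, meaning protection from cell death, of at least 50% relative to plate controls; inactive means activation below 50%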;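 further: necroptosis triggered by 40 ng/mL TNF-alpha added together with compound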
# PPC-1+TRAIL kill – compounds killing PPC-1 cancer cells with TRAIL present (potentiator screen, no TRAIL-free arm) | PPC-1 cells + TRAIL, ATPLite viability luminescence | cell killing (% activity), % at 4 µM | AID 1443 | 220,000 compounds, 0.41% hits;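 active means cell killing above 50% in the first pass at 4 µM, then a duplicate retest at 5 µM averaging 50% or more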;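 further: plate controls were cells with TRAIL plus DMSO for no effect and medium-only wells lacking cells for full effect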
# TbHK1 inh – blocks Trypanosoma brucei hexokinase 1 activity; inhibition, % at 10 µM; recombinant TbHK1, G6PDH-coupled NADH A340; 220,000 compounds, 0.11% hits; AID 1430;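 active means inhibition of 50% or more in the single-dose primary screen; inactive means inhibition below 50%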
# Wee1 stabilizer – human Wee1 degradation inhibition, primary screen. HeLa Luc-Wee1K328M stability, luciferase luminescence; 100% = proteasome inhibitor MG132 effect. reporter increase, % at 5 µM. 220,000 compounds, 1.2% hits. AID 1321;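 active means activation above the mean of all tested compounds plus 3 SD, set per screening run, cut at about 8.8% in these data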;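 further: cells exposed to compound for 20 h before luminescence read; 0% = DMSO alone and 100% = MG132 at 30 µM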
# FXIa inh – blocks human coagulation factor XIa protease activity | P03951 | purified FXIa, Boc-Glu-Ala-Arg-AMC fluorogenic substrate | inhibition, % at 5 µM | 220,000 compounds, 0.14% hits | AID 798;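 active means inhibition of at least 40%; inactive means inhibition below 40%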;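 further: fluorescence of freed AMC excited at 355 nm; 0% = enzyme without compound and 100% = no enzyme blank; many of its hits are not listed in these tables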
# zVAD death inh – blocks zVAD induced death of L929 cells. L929 zVAD necroptosis rescue, ATP luminescence, 24 h; with zVAD 60 µM. viability rescue, % at 10 µM. 220,000 compounds, 0.38% hits. AID 1377;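 active means activation, scaled between plate controls, above about 75%, limit read from the data; inactive means activation under that limit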;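 further: 0% = zVAD with DMSO and 100% = DMSO alone without zVAD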
# PGE2 EP2 inh – inhibitors of human EP2 prostaglandin E2 receptor | C6 glioma cells expressing human EP2, cAMP TR-FRET; cells stimulated with saturating PGE2 | 260,000 compounds, 0.52% hits | inhibition, % at 25 µM;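 active means percent inhibition above 40 after rounding to a whole number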;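 further: rat C6 glioma host cells with rolipram phosphodiesterase inhibitor present; the protocol text gives 20 µM as final concentration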
# Target sequence (P43116 whole entry, looked up): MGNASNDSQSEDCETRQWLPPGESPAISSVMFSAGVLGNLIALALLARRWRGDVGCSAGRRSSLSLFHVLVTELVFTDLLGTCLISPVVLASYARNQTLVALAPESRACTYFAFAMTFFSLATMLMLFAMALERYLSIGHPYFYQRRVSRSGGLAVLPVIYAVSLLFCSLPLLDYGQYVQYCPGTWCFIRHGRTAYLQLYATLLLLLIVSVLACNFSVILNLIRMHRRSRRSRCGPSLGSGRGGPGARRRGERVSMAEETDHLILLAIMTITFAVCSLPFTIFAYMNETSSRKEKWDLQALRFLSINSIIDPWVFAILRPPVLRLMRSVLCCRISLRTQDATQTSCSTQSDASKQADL
# * hit, by the source's call; / = no result given; & = joins results of further samples. Only part of the results is shown (hit frequency here may not be typical).
# The opening 3 entries, to show the layout:
SMILES,FXIIa inh,CHOP inh,TNF death inh,PPC-1+TRAIL kill,TbHK1 inh,Wee1 stabilizer,FXIa inh,zVAD death inh,PGE2 EP2 inh
C(=N\Nc1ccc2nncn2n1)/c1ccco1,16,-3,-0.2,2,-47,-4,5,0.5,5
COCCCNC(=O)Cn1c(=O)n(Cc2ccc(C(=O)NCCc3ccc(OC)c(OC)c3)cc2)c(=O)c2ccccc21,7,28,-0.8,17,-8,7,2,0.0,3
CC(C)CCNC(=O)[C@H](CC(C)C)NC(=O)[C@H]1O[C@@H]1C(=O)O,4,17,1.1,10,4,-2,-4,-0.2,16

# The whole of this part, from the start:
SMILES,FXIIa inh,CHOP inh,TNF death inh,PPC-1+TRAIL kill,TbHK1 inh,Wee1 stabilizer,FXIa inh,zVAD death inh,PGE2 EP2 inh
C(=N\Nc1ccc2nncn2n1)/c1ccco1,16,-3,-0.2,2,-47,-4,5,0.5,5
COCCCNC(=O)Cn1c(=O)n(Cc2ccc(C(=O)NCCc3ccc(OC)c(OC)c3)cc2)c(=O)c2ccccc21,7,28,-0.8,17,-8,7,2,0.0,3
CC(C)CCNC(=O)[C@H](CC(C)C)NC(=O)[C@H]1O[C@@H]1C(=O)O,4,17,1.1,10,4,-2,-4,-0.2,16
COc1ccc(C(=O)Cn2ccsc2=NC(C)=O)cc1,1,7,-0.6,-15,9,-3,-3,-1.7,5
Brc1ccccc1Cn1c(-c2cscn2)nc2ccccc21,18,14,-3.7,7,2,-1,0,-1.0,4
O=C(Cc1cccs1)N(c1ccccc1)C1C=CS(=O)(=O)C1 (stereo not given),6,6,-1.3,15,-3,-1,-1,-0.1,13
COc1ccccc1OCc1nc2ccccc2s1,15,51,-2.8,9,-15,10*,2,0.6,9
O=C(C[n+]1ccc(Cc2ccccc2)cc1)Nc1ccccc1,12,2,0.5,20,2,-2,0,0.7,2
Cc1cc(-c2n[nH]c(=S)n2/N=C/c2cccc([N+](=O)[O-])c2)n[nH]1,5,25,-0.1,14,34,-1,5,1.3,6
COc1cc(C)c(S(=O)(=O)n2ccc(C)n2)cc1C,16,26,1.0,20,-7,-1,1,0.3,23
COc1cc(OC)c(-c2cc(C(=O)O)ccc2OC)c(OC)c1,4,37,0.8,4,3,0,1,-0.3,5
Cc1ccn2c(Nc3ccc4c(c3)OCO4)c(-c3ccccn3)nc2c1,12,78*,-1.1,23,-2,2,6,2.9,6
CC(C)[C@H](NC(N)=O)C(=O)Nc1ccc(OCc2ccccc2)cc1,4,3,3.3,5,-1,0,-9,2.7,7
O=C(O)c1cc(C(=O)C2CC2)c[nH]1,5,-4,-0.1,19,-4,0,4,1.7,2
Cc1ccc(NC2=NCC(=O)N2Cc2cccs2)cc1C,13,-12,0.3,27,-2,1,-1,0.1,11
CC(/C=N/Nc1nnc(C)c(=O)[nH]1)=C\c1ccccc1,7,-12,-5.9,12,-11,-3,2,-0.2,1
Cc1cccc(NCc2nc3ccccc3n2Cc2ccccc2)c1,2,55,-1.1,-14,2,-2,-3,-0.9,-1
CS(=O)(=O)Oc1ccc(/C=N/NC(=O)c2ccncc2)cc1,7,10,1.8,25,-1,3,1,0.3,3
O=C1CC2CS(=O)(=O)CC2N1C1CCCCC1 (stereo not given),27,21,-0.2,-6,-9,6,18,0.3,6
CC(=O)c1ccc(-n2c(=O)[nH]c(=O)c3c(N)c(C(=O)c4ccc(Cl)cc4)sc32)cc1,4,67,0.1,4,-1,1,-1,0.0,3
Cc1ccccc1C(=O)N(C)Cc1ccccc1,10,-11,-0.3,11,0,-1,1,0.1,7
O=C(CCS(=O)(=O)c1cccc2nonc12)Nc1cccc2c1CCCC2,-3,28,0.1,14,-7,-1,4,-0.4,4
CS(=O)(=O)N(CC(=O)NCc1ccco1)c1ccc2c(c1)OCO2,19,8,0.0,-3,2,2,2,0.8,13
CN(C)c1ccc(-c2nnn(CC(=O)Nc3ccccc3N3CCOCC3)n2)cc1,8,25,-2.5,14,-2,4,5,0.5,9
COc1ccc(C(O)c2nc3ccccc3n2C(C)C)cc1 (stereo not given),14,10,-4.8,-18,-1,1,2,0.2,12

# CHOP inh, entries above that show a hit
SMILES | FXIIa inh | CHOP inh | TbHK1 inh | Wee1 stabilizer | FXIa inh
Cc1ccn2c(Nc3ccc4c(c3)OCO4)c(-c3ccccn3)nc2c1 | 12 | 78* | -2 | 2 | 6

# (further entries)
SMILES,FXIIa inh,CHOP inh,TNF death inh,PPC-1+TRAIL kill,TbHK1 inh,Wee1 stabilizer,FXIa inh,zVAD death inh,PGE2 EP2 inh
CN(CCOc1ccc(-c2ccn(S(=O)(=O)c3c(Cl)cccc3Cl)n2)cc1)c1ccccn1,9,23,1.1,15,-17,7,2,6.1,3
CC(C)NS(=O)(=O)c1ccc(CCC(=O)N2CCCCC2)cc1,8,-19,0.5,-5,-1,0,4,0.4,12&9
CC(C)(C)C(=O)NCC12C=CC(O1)C1C(=O)N(c3ccccc3)C(=O)C12 (stereo not given),15,20,4.3,5,4,3,3,-0.8,4
CC(=O)c1ccc(NC(=O)CCSCCC(=O)Nc2ccc(C(C)=O)cc2)cc1,11,-1,-0.1,5,-2,-1,3,0.9,20
O=C(Nc1cc(Br)ccc1O)c1cnn2c(C(F)F)cc(C3CC3)nc12,8,39,2.4,4,10,6,6,0.5,-1
CC(=O)c1cccc(NC(=O)Cc2cccs2)c1,7,49,6.9,-9,1,1,2,0.5,4
N#Cc1cc2cc3c(cc2nc1N1CCOCC1)OCO3,-9,-36,-1.5,8,-7,0,-16,-0.2,10&21
O=C(CCc1nnc(CCC2CCCCC2)o1)NCCn1cccn1,7,0,-0.5,0,3,0,-1,-0.1,7
Cc1n(C)c2cc(Cl)ccc2[n+]1Cc1ccccc1,8,-2,-0.7,15,10,-2,4,0.6,12&6
CCC(C)Nc1c([N+](=O)[O-])cc(C)cc1[N+](=O)[O-] (stereo not given),3,49,-4.7,5,1,-1,-5,-0.5,/
COc1cc(C2c3c(-c4ccccc4)n[nH]c3C(=O)N2c2ccc(C(=O)O)cc2)ccc1O (stereo not given),10,30,-0.3,10,-3,-1,6,2.0,8
Cc1ccc(Cl)cc1NC(=S)N(Cc1cccs1)C1CCCC1,12,82*,-1.2,-5,-3,-1,0,-0.4,3
Cc1ccccc1OCC(O)CN1CCCCC1 (stereo not given),-1,-23,3.0,/,1,-1,-6,1.2,15
CCOc1ccc2nc(NC3=NC(C)(C)C=C(C)N3)nc(C)c2c1,11,4,2.1,26,2,2,4,-0.2,6
O=S(=O)(Nc1ccccc1N1CCCCC1)c1cccs1,3,21,1.7,2,-6,2,1,1.5,11
CCOC(=O)c1c(NC(=O)Cn2nc(C(=O)O)c3ccccc3c2=O)sc(C)c1C,5,-1,-1.6,-13,-19,-2,8,0.8,7
COc1cccc(CNC(=O)CCCCCn2c(=S)[nH]c3ccc(N4CCOCC4)cc3c2=O)c1,6,32,1.9,5,-10,-1,6,1.7,5
CN(Cc1ccccc1)c1ncnc2ccc(Br)cc12,12,56,0.8,14,-12,-4,3,0.2,13
O=c1[nH]c(NCCO)nc2c1C1(CCCCC1)Cc1ccccc1-2,-1,99*,0.4,-7,2,2,-3,/,18
COc1cc2c(C(=O)NCCCN3CC(C)CC(C)C3)cn(CC(C)C)c(=O)c2cc1OC (stereo not given),7,10,1.8,19,3,3,4,-0.5,14
O=C(Cc1cccs1)NNC(=S)NC(=O)c1ccco1,7,14,-1.7,-3,-6,1,-4,0.9,7&5
Cc1cc(C)n(-c2ccc(C(=O)NCCCN3CCOCC3)cc2)n1,3,4,1.1,-15,1,0,-3,0.7,4
O=C1c2[nH]nc(-c3ccccc3O)c2C(c2cccc(O)c2)N1Cc1ccco1 (stereo not given),19,24,0.4,16,3,-1,3,0.4,10
COC(=O)c1cc(Cl)c(NC(=O)/C=C/c2ccc(Cl)cc2)cc1OC,9,32,-1.4,13,1,-3,2,-0.5,9
Cn1c(-c2cccc([N+](=O)[O-])c2)[n+](C)c2ccccc21,0,3,0.0,-10,10,4,-2,1.5,6

# (further entries)
SMILES,FXIIa inh,CHOP inh,TNF death inh,PPC-1+TRAIL kill,TbHK1 inh,Wee1 stabilizer,FXIa inh,zVAD death inh,PGE2 EP2 inh
COCCN(C(=S)Nc1cc(C)cc(C)c1)C(C)c1cccnc1 (stereo not given),11,31,1.6,28,30,-2,-3,-0.1,6
Cc1c(NC(=O)c2cc(-c3ccccc3O)on2)c(=O)n(-c2ccccc2)n1C,3,-11,4.6,-3,-7,-1,-1,0.9,10
O=C(NCc1ccco1)c1ccc(COc2cc(Cl)ccc2Cl)cc1,17,27,-0.8,2,3,3,6,44,9
O=C(Nc1ccccc1)/C(=C\c1ccc2c(c1)OCO2)NC(=O)c1ccco1,4,-10,-3.3,/,-6,4,17,-0.5,9
O=C(CN1C(=O)c2cccc3cccc1c23)N1CCN(Cc2ccc3c(c2)OCO3)CC1,15,57,0.0,9,-10,0,9,-0.3,26
COc1cc(S(=O)(=O)NC2CCCCC2C)ccc1-n1cnnn1 (stereo not given),5,32,-0.7,12,7,-1,0,-0.9,10
O=C(CSc1nc(C2CC2)nc2ccccc12)N1c2ccccc2Sc2ccc(C(F)(F)F)cc21,4,-43,-8.9,26,-14,-2,1,1.0,11
C=CCOc1c2ccc(C(=O)NCCc3ccc(C)cc3)cc2nn1C,3,30,-2.4,13,-2,-3,-5,0.0,9
CCOCCCn1c(C)nc2c(c1=O)c1nc3ccccc3nc1n2CCC1=CCCCC1,7,95*,-0.7,-2,-10,2,-1,1.3,11
Fc1ccccc1Nc1nc(Cl)nc(Cl)n1,4,5,0.4,-5,-3,4,-7,0.4,6
Nc1nc2n(n1)C(c1ccco1)CC(c1ccc(Cl)cc1Cl)N2 (stereo not given),11,12,-3.5,13,0,0,7,/,8&7
Nc1cc2c(cc1[N+](=O)[O-])OCCO2,8,32,1.3,11,0,-4,2,0.7,4
CCc1cccc(C)c1NC(=S)N1CCCC1C(=O)O (stereo not given),2,8,1.2,7,-4,-3,-8,0.1,8
Cc1cccc(C2c3[nH]c4ccccc4c3CCN2C(=O)c2cn(C)c3ccccc3c2=O)n1 (stereo not given),11,64,-1.2,/,-9,-1,5,-0.9,3
CCc1cc2c(Sc3nc4ccccc4s3)ncnc2s1,28,-9,-25,3,-4,3,13,-0.2,17
CCc1ccc(C(=O)/C=C2\Sc3ccccc3NC2=O)cc1,15,6,-0.6,0,40,-3,10,-0.1,3
COc1ccccc1C(=O)Nc1ccc(S(=O)(=O)Nc2cc(C)on2)cc1,5,16,-0.7,17,3,1,1,1.4,8
Cc1cc(C)n(CC(O)CN2c3ccccc3Sc3ccccc32)n1 (stereo not given),-5,29,-0.6,2,-1,2,5,2.9,13
O=C(CSc1ncccn1)N/N=C/c1cccc(OC2CSC2)c1,17,6,0.5,8,10,-1,68*,1.1,12
CS(=O)(=O)N1CCN(c2ccc(C(=O)NC34CC5CC(CC(C5)C3)C4)cc2[N+](=O)[O-])CC1,-2,14,1.1,9,-7,0,-6,0.3,3
CN1CCC(Oc2ccc(Sc3ccccc3)cc2)CC1,20,14,0.6,22,8,2,5,1.8,12
CC(C)c1nnc(N2C(=O)c3oc4ccccc4c(=O)c3C2c2ccco2)s1 (stereo not given),6,112*,-1.4,15,-12,-4,0,-0.3,13
COc1ccc(CCNC(=O)c2cc(-c3ccc4c(c3)OCO4)on2)cc1OC,9,-25,0.2,-7,-26,-2,0,0.6,6
CCOc1ccc(NC(=O)c2ccc(Br)o2)c([N+](=O)[O-])c1,5,-19,-2.6,23,-5,1,-9,-0.3,10
CCOC(=O)c1cc(CC)sc1/N=C/C1=C(O)CCCC1=O,10,42,0.1,26,-5,-4,8,0.3,6
CCOC(=O)c1sc(NC(=O)CNCc2cccnc2)c(C(=O)OCC)c1C,7,26,0.5,28,-3,3,2,-1.4,3
